# Screening data: PubChem BioAssay, Sanford-Burnham Center for Chemical Genomics
# TNAP pNPP inh = inhibitors of human tissue-nonspecific alkaline phosphatase; purified TNAP, pNPP hydrolysis, absorbance 405 nm; P05186; 21,000 tested, under 10 active; AID 615; inhibition, % at 20 µM;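 note: 0% = DMSO only wells and 100% = 1 mM levamisole wells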
# Target sequence (P05186 whole entry, looked up): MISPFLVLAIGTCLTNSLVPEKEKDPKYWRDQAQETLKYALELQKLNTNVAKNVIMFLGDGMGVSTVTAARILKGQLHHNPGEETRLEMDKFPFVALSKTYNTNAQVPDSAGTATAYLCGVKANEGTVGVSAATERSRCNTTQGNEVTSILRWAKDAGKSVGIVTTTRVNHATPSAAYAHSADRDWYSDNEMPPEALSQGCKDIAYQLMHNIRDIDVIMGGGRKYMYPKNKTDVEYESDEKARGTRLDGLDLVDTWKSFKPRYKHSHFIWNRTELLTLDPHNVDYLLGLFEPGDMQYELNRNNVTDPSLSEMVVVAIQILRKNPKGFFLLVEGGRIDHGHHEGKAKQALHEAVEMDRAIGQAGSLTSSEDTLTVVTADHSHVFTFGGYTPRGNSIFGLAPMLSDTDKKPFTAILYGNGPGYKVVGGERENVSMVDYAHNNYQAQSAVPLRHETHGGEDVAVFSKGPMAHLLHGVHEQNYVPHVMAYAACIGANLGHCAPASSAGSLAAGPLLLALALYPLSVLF
# TNAP inh Pi = human TNAP inhibition, phosphate detection; P05186; purified TNAP, pNPP, malachite green phosphate absorbance; inhibition, % at 20 µM; 21,000 tested, under 10 active; AID 614
# Numbers without * were called inactive.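 Rule for the calls: active = inhibition above 50% at the 20 µM single-dose screen; inactive = the rest.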 A portion of the library (hit frequency here may not be typical).
nr | TNAP pNPP inh | TNAP inh Pi | molecule
1 | -1 | 5 | N#Cc1ccc2ccn(CC(=O)N3CCCc4ccccc43)c2c1
2 | 0 | 2 | O=C(O)Cn1nnnc1-c1ccc(F)cc1
3 | 4 | 10 | O=C(O)COc1ccc(-c2nnn(Cc3ccccc3F)n2)cc1
4 | -8 | 11 | O=C1NC(=S)S/C1=C1\Sc2ccccc2N1CCCS(=O)(=O)O
5 | 3 | 5 | O=C(Nc1ccccc1)NC1(C(=O)NCc2ccco2)CCCCC1
6 | 0 | -6 | O=C(CCc1ccccc1)Nc1nc2ccc(S(=O)(=O)N3CCOCC3)cc2s1
7 | 4 | -1 | N=c1c2c(-c3ccccc3)c(-c3ccccc3)n(Cc3ccco3)c2ncn1CCN1CCOCC1
8 | 4 | 9 | Cn1nc(-c2ccc(N3CCOCC3)c(NS(=O)(=O)c3ccccc3)c2)c2ccccc2c1=O
9 | 3 | 6 | COc1ccc(CNC(=O)CSc2nnc(-c3ccc(NC(C)=O)cc3)n2C)cc1
10 | 3 | 13 | COc1ccc2[nH]c(=O)c(CN(Cc3ccc(C)cc3)Cc3nnnn3CC3CCCO3)cc2c1 (stereo not given)
11 | -3 | -1 | Cc1ccc(C(C)NC(=O)c2cc(C)oc2C)cc1 (stereo not given)
12 | 0 | 6 | CCOC(=O)c1ccc(NCn2c(=O)oc3ccccc32)cc1

# Molecules above that have four or more nitrogen atoms:
nr | TNAP pNPP inh | TNAP inh Pi | molecule
2 | 0 | 2 | O=C(O)Cn1nnnc1-c1ccc(F)cc1
3 | 4 | 10 | O=C(O)COc1ccc(-c2nnn(Cc3ccccc3F)n2)cc1
7 | 4 | -1 | N=c1c2c(-c3ccccc3)c(-c3ccccc3)n(Cc3ccco3)c2ncn1CCN1CCOCC1
8 | 4 | 9 | Cn1nc(-c2ccc(N3CCOCC3)c(NS(=O)(=O)c3ccccc3)c2)c2ccccc2c1=O
9 | 3 | 6 | COc1ccc(CNC(=O)CSc2nnc(-c3ccc(NC(C)=O)cc3)n2C)cc1
10 | 3 | 13 | COc1ccc2[nH]c(=O)c(CN(Cc3ccc(C)cc3)Cc3nnnn3CC3CCCO3)cc2c1 (stereo not given)

# The results go on:
nr | TNAP pNPP inh | TNAP inh Pi | molecule
13 | 4 | 6 | O=C1c2ccccc2C(=O)N1n1c(=O)[nH]c2ccccc2c1=O
14 | 8 | 13 | Cn1c(SCc2ccccc2F)nc2cccnc21
15 | 7 | -4 | COCc1[nH]nc2c1C(c1ccnc3ccccc13)C(C#N)=C(N)O2 (stereo not given)
16 | 3 | 7 | CCn1nc(C(=O)OCC(=O)N2c3ccccc3CC2C)c2ccccc2c1=O (stereo not given)
17 | -1 | 1 | Cc1cc(CN2C(=O)c3ccccc3C2=O)on1
18 | 3 | 8 | CCC/C(O)=C1\C(=O)CC(C)(C)CC1=Nc1ccc(OC)cc1OC
19 | 2 | 4 | Nc1cc(OC(=O)c2ccco2)nn1S(=O)(=O)c1ccc(F)cc1
20 | -1 | -3 | CCOc1nnnc2c1sc1nc(N3CCOCC3)c3c(c12)CC(C)(C)OC3
21 | 3 | 9 | O=C1C2=C(SCCS2)C(=O)N1c1ccccc1
22 | 1 | 6 | CCS(=O)(=O)Nc1ccc(-c2nnc(SCC(=O)OC)o2)cc1
23 | 4 | 7 | CCOC(=O)c1sc2nc(C)cc(C)c2c1NC(=O)c1ccco1
24 | 1 | 6 | Cc1ccc(N2C(=O)CSC23C(=O)Nc2ccccc23)cc1 (stereo not given)
25 | 2 | 13 | COc1ccc(NC(=O)c2cccs2)cc1O
26 | 5 | 8 | O=c1c2ccccc2nc(-c2ccccc2)n1CCCN1CCOCC1
27 | 3 | 5 | CN1c2ccccc2N(C)C1c1ccc2c(c1)OCO2
28 | 5 | 10 | O=c1cc(NCCO)c2ccccc2o1
29 | 7 | 11 | O=C(c1ccccc1)N(Cc1ccc2c(c1)OCO2)Cc1nc2ccccc2c(=O)[nH]1
30 | 4 | -18 | CCOC(=O)c1c(NC(=O)CSc2nnc(-c3ccccc3C)n2C)sc(C(C)=O)c1C
31 | 6 | 13 | C=CCSc1nnc(CSc2nc3sc4c(c3c(=O)[nH]2)CCCC4)n1-c1ccccc1
32 | 13 | 6 | Cn1c(N2CCCCC2)nc2c1c(=O)[nH]c(=O)n2C
33 | -3 | 2 | CCCc1nc2ccccc2c(=O)n1/N=C/c1ccccc1O
34 | 3 | 3 | CCCCN(CCCC)C(=O)CSc1nnc(-c2cc(OC)c(OC)c(OC)c2)o1
35 | 2 | -3 | N#Cc1c(N)nc(SCC(=O)NCCc2ccccc2)c(C#N)c1-c1cccs1
36 | 6 | 11 | CC(C)C1C(C#N)=C(N)Oc2n[nH]c(C(C)(C)C)c21 (stereo not given)
37 | 5 | 0 | CCOC(=O)c1nnn(-c2nonc2N)c1CNC(C)C
38 | 7 | 11 | CCCC(=O)c1ccc(N2CCN(C(=O)OCC)CC2)c(F)c1
39 | 0 | 0 | COc1cccc(Cn2c(NCC(C)C)nc3c2c(=O)n(C)c(=O)n3C)c1
40 | 6 | 11 | CCCCn1c(SCC(=O)Nc2cc(C)on2)nc2c1c(=O)n(C)c(=O)n2C
41 | 4 | 1 | CCOc1ccc(C(=O)NCc2ccncc2)cc1
42 | 0 | 7 | CCOC(=O)c1c(N)nn(C(=O)C(C)(C)C)c1-c1ccccc1
43 | 2 | 8 | CN(C)S(=O)(=O)c1ccc(C(=O)OCC(=O)NC(=O)NCc2ccccc2)cc1
44 | 3 | 6 | CC1(C)Cc2c(c(-c3ccco3)[nH]c(=O)c2C#N)CS1
45 | 3 | 19 | CCn1nc(C(=O)N2CCN(Cc3ccc4c(c3)OCO4)CC2)c2ccccc2c1=O
46 | 3 | 9 | Cn1c(=O)[nH]c(=O)c2c1nc(SCC(O)CO)n2Cc1ccccc1Cl (stereo not given)
47 | 5 | -5 | CC(C)c1ccc(N2C(=O)[C@@H]3Cc4ccccc4CN3C2=O)cc1
48 | 2 | -4 | CCOC(=O)c1c(Nc2ccccc2N)cc(C)nc1C

# Record cards, as listed above:
# COc1cccc(Cn2c(NCC(C)C)nc3c2c(=O)n(C)c(=O)n3C)c1 is listed with TNAP pNPP inh: 0; TNAP inh Pi: 0
# CCn1nc(C(=O)N2CCN(Cc3ccc4c(c3)OCO4)CC2)c2ccccc2c1=O is listed with TNAP pNPP inh: 3; TNAP inh Pi: 19

# The listing picks up; the four compounds before the break are reprinted first.
nr | TNAP pNPP inh | TNAP inh Pi | molecule
45 | 3 | 19 | CCn1nc(C(=O)N2CCN(Cc3ccc4c(c3)OCO4)CC2)c2ccccc2c1=O
46 | 3 | 9 | Cn1c(=O)[nH]c(=O)c2c1nc(SCC(O)CO)n2Cc1ccccc1Cl (stereo not given)
47 | 5 | -5 | CC(C)c1ccc(N2C(=O)[C@@H]3Cc4ccccc4CN3C2=O)cc1
48 | 2 | -4 | CCOC(=O)c1c(Nc2ccccc2N)cc(C)nc1C
49 | 4 | 4 | CCn1nc(C(=O)Nc2ccc(S(=O)(=O)Nc3nccs3)cc2)c2ccccc2c1=O
50 | -4 | 1 | CCOC(=O)NC1C=CS(=O)(=O)C1 (stereo not given)
51 | 2 | 7 | Cn1c(=O)c2c(nc(Oc3ccc4c(c3)OCO4)n2Cc2ccc(Cl)cc2)n(C)c1=O
52 | 3 | 14 | Nc1nc(Nc2ccccc2)nc2ccccc12
53 | 1 | 6 | CCOc1ccc2nc3sc(C(=O)N4CCN(C)CC4)c(N)c3cc2c1
54 | -1 | -28 | C(=N\c1nccs1)/Nc1nccs1
55 | 5 | -2 | Cc1nc2nc(C)n(-c3ccccc3)c2s1
56 | 2 | 7 | COc1ccc(-c2noc(CN(C)S(=O)(=O)c3ccc(Cl)cc3)n2)cc1OC
57 | 1 | -2 | COc1ccccc1N1CCN(C(c2ccc(C)cc2)c2nnnn2C(C)C)CC1 (stereo not given)
58 | -3 | 16 | CCSc1nnc(-c2cccc(S(=O)(=O)N(CC)CC)c2)n1Cc1ccccc1
59 | 5 | 16 | Nn1c(SCC(=O)NC(=O)NC2CCCC2)nnc1-c1ccccc1F
60 | -1 | 12 | CC1(C)CC2CC(C)(CN2C(=O)COC(=O)c2ccc(Cl)cc2N)C1 (stereo not given)
61 | -6 | 8 | Cc1ccc(C2NC(=O)c3c(sc4c3CCN(C)C4)N2)s1 (stereo not given)
62 | 0 | 0 | CC(C)C(=O)N1CCN(c2nc(-c3ccccc3)c3c(c2C#N)CC(C)(C)OC3)CC1
63 | -1 | 7 | CCOC(=O)c1cc(NC(=O)c2cc(C)on2)cc(C(=O)OCC)c1
64 | -10 | -5 | CCOc1ccc2nc(NCCNS(=O)(=O)c3ccccc3)c(C#N)cc2c1
65 | 3 | -1 | N#CCCN(C(=O)CSc1ccc2c(c1)OCCO2)c1ccccc1
66 | 2 | 11 | O=C(CSc1ncc(C(F)(F)F)cc1Cl)N1CCN(S(=O)(=O)c2ccccc2)CC1
67 | 6 | 9 | CCNC(=O)C1CC(=O)N(c2ccc(Br)cc2)C1 (stereo not given)
68 | 6 | -9 | Cc1ccc2c(COC(=O)C3=COCCO3)cc(=O)oc2c1
69 | -2 | 4 | CCCCC(=O)c1c(C)cc(C)[nH]c1=O
70 | 4 | 12 | N#Cc1c(-c2ccco2)c2c([nH]c1=S)CCCC2
71 | 7 | 10 | CCOC(=O)c1ccc(NC(=O)CC2COc3ccccc3O2)cc1 (stereo not given)
72 | -2 | 4 | Cc1nc(SCC(=O)O)c2oc3ccccc3c2n1
73 | 0 | 0 | CCCCn1c(O)c(C=NCCCN(C)C)c(=O)[nH]c1=O
74 | -2 | 0 | O=C(Nc1ccc2c(c1)nc1n2CCN(C2CCCCC2)C1)c1ccco1
75 | 6 | 12 | CCCCSc1nc(N)c(C#N)c(-c2cccs2)c1C#N
76 | 5 | 2 | Cc1cccc(C)c1OCC(O)CNS(=O)(=O)c1ccccc1C(=O)N1CCCCC1 (stereo not given)
77 | 3 | 9 | O/N=C1\CC(O)Cc2nonc21 (stereo not given)
78 | 1 | 4 | CCOC(=O)C1CCCN(C(=O)c2cc(-c3ccc(C)cc3)on2)C1 (stereo not given)
79 | 4 | 11 | COc1ccccc1CNc1ccc(N2CCOCC2)c(C(=O)O)c1
80 | 2 | 0 | O=C(c1cccs1)N1CCCc2ccccc21
81 | -11 | -1 | CCCC1CC(c2csc(N)n2)CCO1 (stereo not given)
82 | -7 | -3 | CC1CN(c2oc(Cc3cccc4ccccc34)nc2C#N)CC(C)O1 (stereo not given)
83 | 6 | 8 | O=C(c1cccs1)N1CCC(c2nc(-c3ccc(S(=O)(=O)N4CCOCC4)cc3)no2)CC1
84 | 6 | 14 | O=C(Nc1ccccc1)c1ccc(NCc2ccco2)c(S(=O)(=O)N2CCOCC2)c1
85 | 4 | 8 | COCCn1c(SCC(=O)Nc2ncc(Cl)c(C)c2Cl)nc2ccccc21
86 | 5 | 14 | O=C(NCCCn1ccnc1)C(F)(F)C(F)(F)C(=O)NCCCn1ccnc1
87 | -2 | 6 | COc1cc(S(=O)(=O)N2CCOCC2)c(OC)c(S(=O)(=O)N2CCOCC2)c1
88 | 1 | 13 | COc1ccc(N2CCN(CC(=O)Nc3cc(C)on3)CC2)cc1
89 | 9 | 2 | CCc1cccc(C)c1NC(=O)c1ccoc1C
90 | -6 | 0 | O=C1CN(c2ccc(Br)cc2)C(=O)N1CC(=O)N1CCCc2ccccc21
91 | 1 | 13 | CNC(=O)c1cc2c(s1)CCCCCC2
92 | 3 | 11 | O=C(NCc1ccc(N2CCCC2=O)cc1)Nc1cccc(Cl)c1
93 | 4 | 12 | O=C(O)CCCC(=O)N1CC(=O)Nc2ccccc21
94 | 4 | 8 | O=C(N1CCOCC1)N1CCCN(C(=O)N2CCOCC2)CC1
95 | 5 | 9 | CC1=C(C(=O)OCc2ccc3c(c2)OCO3)C(c2ccc(F)cc2)NC(=O)N1 (stereo not given)
96 | 3 | 7 | O=C(COC(=O)CSCC(=O)N1CCCCC1)NCc1ccc(F)cc1

# Quoted from the listing:
# Entry for entry 4 in TNAP inh Pi: 11
# Entry for entry 64 in TNAP inh Pi: -5

# (cont.)
nr | TNAP pNPP inh | TNAP inh Pi | molecule
97 | -2 | 10 | Cc1noc(NS(=O)(=O)c2ccc(NC(=O)CSc3nc4ccccc4[nH]3)cc2)c1C
98 | 6 | -4 | O=C(CC(C(=O)O)C1CCCO1)Nc1cccc(C(F)(F)F)c1 (stereo not given)
99 | 4 | 8 | COCCOC(=O)c1c(NC(=O)CN2CCOCC2)sc(C(N)=O)c1C
100 | 6 | -4 | CCCC1Cc2nc(N3CCCCC3)c(C#N)cc2CO1 (stereo not given)
101 | -3 | -1 | CCN(CC)CCn1c(O)c(N=O)c2ccccc21
102 | 5 | 7 | COc1cccc(Cn2cccc(NC(=O)NC3CCCCC3)c2=O)c1
103 | 10 | 10 | COc1ccccc1CNc1nc2ccccc2n1CCN1CCCCC1
104 | 3 | 9 | CC(=O)c1c(C)n(-c2ccccc2)c2ccc(OCC(O)CN3CCOCC3)cc12 (stereo not given)
105 | 0 | 9 | O=C(c1cc(-c2ccc(Cl)cc2Cl)on1)N1CCOCC1
106 | 3 | 9 | CCCCn1c(SCC(=O)O)nc2ccccc21
107 | 4 | 12 | COCCCN1CN(S(=O)(=O)c2ccc(Cl)cc2)c2nc3ccccc3nc21
